From PubChem BioAssay
HepG2 viability: HepG2 cytotoxicity, counter-screen for TGF-b inhibitors; actives 0.76% (n = 410,000); Potency, µM (series often up to 46.1 µM), inactives show at the highest dose activity change, negative = cytotoxicity, hits mostly cytotoxic; HepG2 CAGA-GFP viability, ATP luminescence, 18 h; AID 588856; also: potency is read from the fitted curve at half-maximal effect; some results filed as inactive show a strong effect at the top dose
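HepG2 CAGA-GFP cells (1000/well, DMEM with 1% FBS) received compound, then TGF-beta at 500 pg/mL final, and were incubated 18 hours at 37 degrees C. Viability was read by CellTiter-Glo luminescence. Media-only wells were set as complete cell-killing and DMSO as no toxicity.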
TGFb inhibitor: TGF-b pathway inhibition; HepG2 CAGA-GFP TGF-b/SMAD3 reporter, GFP fluorescence, 18 h; TGF-beta stimulated, 500 pg/mL final; actives 1.2% (n = 410,000); Potency, µM (series often up to 46.1 µM), for the others: at the highest dose activity, negative = inhibition, actives largely listed as inhibitors; also: potency is read from the fitted curve at half-maximal effect; % is scaled to controls: 0 for no effect and ±100 for the full control effect; nearly all actives have a fitted effect of over 65% in size
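Cell-based qHTS in HEPG2 carrying a CAGA-GFP Smad reporter; compounds added before 500 pg/mL final TGF-beta, 18 h incubation at 37 degrees C, GFP fluorescence quantified per cell by imaging cytometry.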
Nrf2 ARE act: Nrf2 pathway activation. Potency, µM (doses to about 46.1 µM), without a hit: at the highest dose activation, actives largely listed as activators. AREc32 ARE-luciferase reporter (MCF7-derived line), luminescence, 24 h. actives 0.31% (n = 410,000). AID 624171; also: potency is read from the fitted curve at half-maximal effect; % of control where 0% means no effect; nearly all actives have a fitted effect of over 65% in size
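Steps: seed AREc32_Fluc cells (1000/well, 5% FBS OPTI-MEM); incubate overnight at 37 deg C; add 23 nL compound; incubate 24 hr; add Steady-Glo; hold 30 min RT; read luminescence.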
Nrf2 block: inhibitors of Nrf2 signaling; actives 2.1% (n = 360,000); Potency, µM (series often up to 46 µM), inactives show top-dose activity change, negative = inhibition, most hits filed as inhibitors; A549 ARE-Fluc reporter, luciferase luminescence, 18-24 h; also: potency is read from the fitted curve at half-maximal effect; % is scaled to controls: 0 for no effect and ±100 for the full control effect; nearly all actives have a fitted effect of over 60% in size
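Cells were seeded and rested 2 h, then exposed to compounds for 18-24 h. CellTiter-Fluor was read first as a viability measure. BugLite was added 15 min before the final luminescent read of ARE-luciferase activity in A549 cells.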
Akt phos inh: inhibitors of Akt phosphorylation; Neuro2A IGF-stimulated pAkt S473 HTRF, 20 min; active compounds read low; activity change, % for hits at 50 µM; actives 0.32% (n = 360,000); in the data active = activity change below about -80%; inconclusive = mostly about -51% to -80%; also: % is scaled to controls: 0 for no effect and ±100 for the full control effect
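Neuro2A cells in DMEM with 0.5% FBS, overnight at 37 deg C, given compound at single 50 µM final, then IGF (6 nM final) for 20 min at 37 deg C. Lysed; phospho-Akt Ser473 by HTRF after 24 h, 665/615 ratio.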
CCT modulator: cytosolic chaperonin activity modulation. purified chaperonin ATPase assay, HTRF ADP detection, 30 min. activity change, % (test concentration not listed), hits read low. actives 0.3% (n = 360,000). AID 651819; in the data active = activity change below about -30%; also: % is scaled to controls: 0 for no effect and ±100 for the full control effect
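Enzyme 40 or 20 nM (batch-dependent) in Tris pH 7.4/KCl/MgCl2/DTT; cpd 76 uM single point; ATP 10 uM; 30 min 37 °C; Transcreener ADP HTRF detection, 30 min RT; ratio 665/615.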
ATXN viability: cell viability loss in ATXN counter-screen | S2 cells (HEK-293 line with an ATXN2-luciferase reporter) viability, CellTiter-Fluor protease fluorescence, 24 h | actives 0.49% (n = 400,000) | Potency, µM (top dose mostly 56.7 µM), usual class: cytotoxic; also: potency is read from the fitted curve at half-maximal effect; nearly all actives have a fitted effect of over 40% in size
A549 tox: A549 cytotoxicity, counter-screen for Nrf2 inhibitors | AID 504648 | Potency, µM (titrated, usually from 46 µM), without a hit: at the highest dose activity change, negative = cytotoxicity, hits mostly inhibitors | A549 ARE-Fluc cells, CellTiter-Fluor viability, 18-24 h | actives 0.16% (n = 390,000); also: potency is read from the fitted curve at half-maximal effect; % is scaled to controls: 0 for no effect and ±100 for the full control effect
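A549 ARE_Fluc cells in 5% FBS OPTI-MEM were exposed to compounds in concentration-response for 18-24 h at 37 deg C. Viability was read by CellTiter-Fluor fluorescence (Ex 405/Em 525) after 30 min, before the luciferase read.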
MmCpn inh: inhibitors of Methanococcus maripaludis chaperonin (MmCpn) | actives 0.031% (n = 330,000) | Potency, µM (doses to about 76.9 µM), without a hit: at the top dose activity, negative = inhibition, usual class: inhibitors | purified Mm-Cpn ATPase, ADP Transcreener TR-FRET; also: potency is read from the fitted curve at half-maximal effect; % is scaled to controls: 0 for no effect and ±100 for the full control effect; nearly all actives have a fitted effect of over 80% in size
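ATPase turnover read by TR-FRET ADP competition (Eu cryptate antibody/ADP-d2, 665/590 nm): 10uM ATP final, 25nM Mm-CPN final, 30 min 37degC after 10-min compound preincubation, pH 7.4 Tris/KCl/MgCl2/DTT buffer.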
The depositor's hits bear a star; i = inactive; ? = inconclusive; · = not tested or not shown; & = joins results of further samples; ! = a repeat was not active; [ ] = remark or other dose. Unless noted, calls follow the shape of the dose curve; as a rule, active = well fitted curve in the direction sought with a large enough effect; inconclusive = small, poorly fitted or top-dose-only effect, or another doubt; inactive = no such curve, though single readings can be large; an effect the other way counts as inactive or inconclusive. This is a subset; rates above refer to the full screens.

canonical_smiles,A549 tox,TGFb inhibitor,MmCpn inh,HepG2 viability,CCT modulator,Nrf2 ARE act,Nrf2 block,Akt phos inh,ATXN viability
COc1ccc(-c2nc3ccccc3c(=O)n2-c2ccc(OC)cc2)cc1,1.6%,-4.7%,-2.5%,-7.9%,-5.2,0.1%,-5.5%,i,i
CC1CN=C(NCc2ccncc2)S1 (configuration not stated),7.7%,11.1%,-0.9%,3.0%,-5.6,-0.3%,3.5%,i,i
CC(=NCc1ccco1)c1c(O)n(C)c(=O)n(C)c1=O,·,-5.6%,-2.8%,-5.5%,0.3,27.4%,8.8%,i,i
CN(C)C(=O)Nc1cccc(OC(=O)N(C)C)c1,-4.5%,2.5%,0.5%,3.8%,-0.1,-0.3%,1.2%,i,?
CC(=NCCc1ccccc1)c1c(O)[nH]c(=O)[nH]c1=O,3.5%,18.8%,3.7%,23.0%,-1.2,4.6%,3.6%,i,i
c1ccc2nc3ccccc3nc2c1,?,-0.3%,-3.9%,-11.6%,-2.0,3.8%,20.6µM*,i,i
CCC(=NCCC1=CCCCC1)c1c(O)[nH]c(=O)[nH]c1=O,-5.7%,?,0.5%,-20.2%,-4.3,1.0%,-23.3%,i,i
CC(C)NC[C@H](O)c1ccc(O)c(O)c1,-8.2%,21.9%,0.7%,4.9%,-1.1,0.4%,15.9%,i,i
CCCOc1ccc(C(C)=O)cc1Cc1c(O)[nH]c(=S)[nH]c1=O,-10.3%,14.9%,-2.1%,33.1%,-0.6,-0.7%,-12.8%,i,i
O=C(CCC(=O)N1C[C@H]2C[C@@H](C1)c1cccc(=O)n1C2)NCc1cccc(C(F)(F)F)c1,10.3%,7.0%,0.2%,-1.8%,-0.1,0.4%,-4.8%,i,i
O=C(COc1ccccc1)N1CCN(C/C=C/c2ccccc2)CC1,?,?,-0.9%,-14.2%,-2.9,-0.5%,15.3%,i,?
O=C(CCN1CCCCC1)Nc1ccc(Br)cc1C(=O)c1ccccc1,-0.3%,-16.3%,-0.6%,-30.4%,-0.8,11.9%,-5.3%,i,i
O=c1[nH]c(=O)n(CCc2ccccc2)c(O)c1C=NCCCn1ccnc1,-7.7%,-14.3%,0.9%,0.5%,-3.8,0.0%,-2.7%,·,i
O=C(COc1ccc(Br)cc1)Nc1ccc(Cl)cc1C(=O)c1ccccc1,3.4%,14.5%,·,1.4%,·,-0.9%,-2.7%,·,·
O=C1NC(=O)N(c2ccccc2)C(=O)/C1=C/c1ccc([N+](=O)[O-])s1,-22.2%,3.4%,-7.7%,8.7%,3.0,0.4%[9.22 µM],11.6%,i,i
O=C(O)C1CN2CCC1CC2 (configuration not stated),-2.7%,-21.1%,-7.6%,10.6%,-1.0,-0.3%,3.6%,i,i
Cc1cc(C(=O)CS(=O)(=O)c2ccc(F)cc2)cc(C)c1OC(=O)N(C)C,-1.3%,28.9%,0.4%,0.0%,-2.5,2.4%,?,i,i
COc1ccc(C(=O)O/N=C(/C(N)=O)P(=O)(OC(C)C)OC(C)C)cc1,-11.8%,-0.3%,-0.3%,-36.1%,1.7,0.6%,?,i,i
COc1cccc(C(=O)C2CCCN(Cc3cnn(C(C)C)c3)C2)c1 (configuration not stated),-0.6%,5.4%,1.8%,0.5%,1.9,0.0%,11.6%,i,i
CCOC(=O)c1cccc(C2=C(CNC(=O)c3ccncc3)[C@H]3CC[C@@H](C2)N3Cc2ccccc2)c1,·,-12.1%,·,1.6%,-1.0,3.1%,·,i,i
CCN1C(=O)C(=Cc2ccc(N3CCOCC3)o2)C(=O)N(CC)C1=S,?,19.9%,-1.5%,-17.4%,-0.1,-0.9%,-13.7%,i,i
COc1ccc(C(=O)Cn2c(NCCCl)nc3ccccc32)cc1,-1.2%,10.0%,-1.1%,1.4%,-1.8,0.0%,-7.6%,i,?
O=CNc1ccc(OP(=O)(Oc2ccccc2)Oc2ccccc2)cc1,-19.7%,-7.1%,-2.6%,-18.0%,-1.5,6.7%,-19.5%,i,i
CNC(=O)CSP(=S)(OC)OC,-8.9%,1.4%,·,-4.4%,-1.4,0.3%,?,·,i
COc1ccc(N=Cc2c(O)n(-c3ccc(C)cc3)c(=O)[nH]c2=O)cc1,9.3%,18.0%,-5.8%,8.3%,0.9,0.9%,-3.0%,i,i
CCOC(=O)c1cc(CC)sc1/N=C/c1c(O)[nH]c(=S)[nH]c1=O,-1.3%,-1.4%,1.1%,-63.9%,-4.6,2.7%,-4.8%,i,i
CCN(CC)CCCOC(=O)C(OC(C)C)(c1ccccc1)c1ccccc1,?,-2.9%,-2.0%,-30.6%,-1.9,3.9%,·,·,?
FC(F)(F)c1cccc(NC2=NCCS2)c1,·,-0.1%,·,-11.9%,-2.0,3.4%,·,i,i
Cc1ccc(N2C(=O)CC(=O)NC2=O)cc1Cl,-0.6%,22.5%,0.2%,-0.2%,0.0,-0.7%[9.22 µM],6.4%,i,i
O=C(Cn1c(=O)oc2cc(S(=O)(=O)NCc3ccccc3)ccc21)NCc1ccco1,1.2%,2.1%,-1.6%,-0.3%,-3.6,-0.7%,10.0%,i,i

Part of the list above, showing only Akt phos inh and HepG2 viability:
molecule	Akt phos inh	HepG2 viability
COc1ccc(C(=O)Cn2c(NCCCl)nc3ccccc32)cc1	i	1.4%
O=CNc1ccc(OP(=O)(Oc2ccccc2)Oc2ccccc2)cc1	i	-18.0%

The results go on:
canonical_smiles,A549 tox,TGFb inhibitor,MmCpn inh,HepG2 viability,CCT modulator,Nrf2 ARE act,Nrf2 block,Akt phos inh,ATXN viability
C(=NC12CN3CN(CN(C3)C1)C2)c1cccnc1,0.9%,-3.8%,1.3%,-5.5%,-0.9,-0.6%,14.8%,i,i
Cc1oc(-c2cccc(Cl)c2)nc1CN1CCC(C(=O)NCCCN2CCN(c3ccc(F)cc3)CC2)CC1,11.3%,?,·,-10.1%,·,5.6%,?,·,i
O=C(Cc1ccc(Cl)cc1)NCCN1CCN(C(=O)Cc2ccc(Cl)cc2)CC1,3.5%,0.0%,2.8%,-1.5%,-0.4,2.9%,14.0%,i,i
CC(C)(C)C(=O)O[C@H]1CC[C@@]2(C)C(=CC(=O)C3C2CC[C@]2(C)C(=O)[C@@H](F)CC32)C1 (some centres not stated),1.1%,10.1%,-0.4%,7.5%,-0.5,-0.7%,?,i,?
Oc1cc(Cl)ccc1Oc1ccc(Cl)cc1Cl,2.3%,17.8µM*,·,-64.9%,-0.1,2.5%,4.2%,i,39.8µM*!
O=C(NCCCl)Nc1ccccc1NS(=O)(=O)c1cccs1,-3.4%,?,0.4%,-13.7%,-1.8,-0.3%,-4.5%,i,?
COc1ccc(-n2c(O)c(C(C)=NC3CC3)c(=O)[nH]c2=O)cc1,-20.0%,0.0%,-2.1%,1.4%,0.9,-0.5%,3.7%,i,?
Cn1cccc1CNCCc1ccc(F)cc1,26.0%,0.3%,2.2%,-3.2%,-1.5,0.1%,1.0%,i,i
CCOC(=O)c1c(NC(=O)C(c2ccccc2)c2ccccc2)sc2c1C1CCN2CC1,-29.7%,?,-8.5%,-3.9%,-1.9,2.4%,?,i,i
CNCC(O)c1cc(OCc2ccccc2)c(OCc2ccccc2)cc1F (configuration not stated),8.2%,?,·,-109.4%,·,-4.8%,?,·,?
c1ccc(OCC2CO2)cc1 (configuration not stated),0.9%,4.4%,-0.3%,0.3%,2.1,-0.3%,-4.7%,i,i
CC(C)c1ccc2c(c1)C(N1CCNCC1)Cc1ccc(F)cc1S2 (configuration not stated),6.0%,17.8µM*,·,-91.2%,0.5,-3.1%,1.4%,i,?
Cc1c(C=O)c2ccccc2n1Cc1ccccc1F,1.5%,1.12µM*,-23.7%,-40.5%,-1.6,0.4%,0.2%,i,i
COc1ccc(CN2C(=O)NC(=O)/C(=C\c3ccc(OC)c(OC)c3OC)C2=O)cc1,5.2%,-11.2%,0.0%,-14.6%,-2.5,-0.1%,6.2%,i,i
CCCCCn1cc(C(=O)C(=O)N2CCOCC2)c2ccccc21,-0.6%,-2.7%,-3.5%,0.1%,-2.5,-0.2%,8.5%,i,i
CN(C)c1ccc(/C=C/c2cc[n+](C)c3ccccc23)cc1,16.4µM*,7.08µM*,?,-70.2%&-23.7%&-52.6%&-59.7%,1.0&-4.4,-1.2%&7.0%,8.2µM*,i,5.97µM*
O=C1C2CCCN2C(c2ccccc2)N1c1ccccn1 (configuration not stated),-8.2%,1.4%,-0.1%,-1.9%,-1.1,0.4%,2.4%,i,i
COC(=O)Cn1cc(C(=O)c2ccccc2F)c2ccccc21,3.8%,-13.0%,1.3%,-1.0%,-2.6,0.1%,-2.7%,i,i
COC(=O)C1=C(c2ccc(S(C)(=O)=O)cc2)C[C@@H]2CC[C@H]1N2C(=O)N1CCCC1,0.0%,12.0%,·,-7.1%,-2.6,-0.8%,3.7%,i,i
O=C1NC(=O)C2(Cc3ccccc3N3CCCC32)C(=O)N1c1ccccc1 (configuration not stated),-6.5%,-0.9%,-1.4%,-13.9%,-7.0,-0.3%,1.4%,i,i
O=c1c2ccccc2nc(N2CCCC2)n1-c1ccc(Cl)cc1,-12.6%,-22.7%,-1.2%,-23.7%,-6.0,0.3%,8.1%,i,i
CCN1CCN(C(=O)COc2ccc(S(=O)(=O)NC(C)C)cc2)CC1,-3.8%,-2.0%,1.8%,-1.5%,-1.8,0.7%,0.9%,i,i
